Screening results: PubChem BioAssay, Broad Institute
ERAP1 inh = human ERAP1 aminopeptidase inhibitors, primary screen, biochemical, single point, plate reader | actives 0.15% (n = 340,000) | Endoplasmic reticulum aminopeptidase 1 (Homo sapiens), Q9NZ08 | AID 652197, 2013 | recombinant ERAP1, Leu-AMC fluorescence, 60 min | inhibition, % at 10.7 µM;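 active means mean replicate inhibition of at least 30%, or all replicates individually reaching that 30% level; inactive means mean below 30% and not every replicate reaching it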;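 further: 0% = neutral control wells and 100% = L-leucinethiol positive control wells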
Target sequence (Q9NZ08 whole entry, looked up): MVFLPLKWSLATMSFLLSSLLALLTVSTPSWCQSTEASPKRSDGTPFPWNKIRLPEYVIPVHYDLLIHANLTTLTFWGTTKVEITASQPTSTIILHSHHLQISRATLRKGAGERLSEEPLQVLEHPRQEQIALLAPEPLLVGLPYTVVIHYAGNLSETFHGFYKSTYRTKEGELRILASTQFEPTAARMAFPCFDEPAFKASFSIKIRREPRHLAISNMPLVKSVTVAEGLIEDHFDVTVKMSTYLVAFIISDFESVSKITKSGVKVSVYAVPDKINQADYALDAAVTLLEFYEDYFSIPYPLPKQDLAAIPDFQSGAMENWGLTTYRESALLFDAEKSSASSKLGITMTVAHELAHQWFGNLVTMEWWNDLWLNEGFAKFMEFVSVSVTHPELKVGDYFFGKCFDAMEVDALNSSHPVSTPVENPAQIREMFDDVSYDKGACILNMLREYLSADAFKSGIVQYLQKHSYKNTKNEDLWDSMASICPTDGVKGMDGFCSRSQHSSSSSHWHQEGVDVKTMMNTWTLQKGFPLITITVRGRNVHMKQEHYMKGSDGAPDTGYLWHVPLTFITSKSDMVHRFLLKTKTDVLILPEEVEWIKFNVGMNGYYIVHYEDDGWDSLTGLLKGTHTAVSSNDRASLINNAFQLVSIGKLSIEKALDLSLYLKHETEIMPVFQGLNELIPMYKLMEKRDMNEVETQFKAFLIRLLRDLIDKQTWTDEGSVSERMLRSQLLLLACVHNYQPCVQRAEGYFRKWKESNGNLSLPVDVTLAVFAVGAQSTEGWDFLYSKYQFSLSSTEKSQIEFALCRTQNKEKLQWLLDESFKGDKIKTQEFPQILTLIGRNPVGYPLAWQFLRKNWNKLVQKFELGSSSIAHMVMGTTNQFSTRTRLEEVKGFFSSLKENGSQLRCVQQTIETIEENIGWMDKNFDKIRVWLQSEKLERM
SIRT5 inh = SIRT5 desuccinylase inhibitors, primary screen, biochemical, fluorescence imaging, single point, set 5; NAD-dependent protein deacylase sirtuin-5, mitochondrial (Homo sapiens), Q9NXA8; AID 652115, 2013; inhibition, % at 15 µM; actives 1.1% (n = 330,000); Purified SirT5, succinyl-peptide AMC, trypsin-coupled fluorescence; in the data active means inhibition above about 15%; inconclusive means no clear call, values can overlap the other calls
DENV2 CPE = inhibitors of DENV2 cytopathic effect, primary screen, cell-based, plate reader, single concentration. DENV2-infected cells, cytopathic effect rescue. CPE inhibition, % at 9.99 µM. actives 1.7% (n = 350,000); in the data active means CPE inhibition above about 20%, passing the limit was not always enough; inconclusive means no clear call, values can overlap the other calls; tested in BHK-21 cells;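 further: 0% = median of neutral control wells and 100% = median of positive control wells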
Casp6 inh = human caspase-6 inhibitors, primary screen, biochemical, VEID-R110 fluorescence, single point, set 2; inhibition, % at 12.5 µM; purified caspase-6, Z-VEID-R110 cleavage fluorescence; AID 686996, 2013; actives 0.53% (n = 350,000); P55212;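 active means mean inhibition across replicates at least about 35%, with every replicate also reaching that limit, limit read from the data; inconclusive means only one of the two criteria met; inactive means neither criterion met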;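 further: 0% = median of neutral control wells and 100% = no fluorescence left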
ERp5 inh = inhibitors of ERp5-driven insulin aggregation, primary screen, biochemical, turbidity, absorbance 650 nm, single point. Protein disulfide-isomerase A6 (Homo sapiens), Q15084. 90 min. inhibition, % at 9.99 µM. actives 0.05% (n = 350,000);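 active means mean replicate inhibition above about 25%, with every replicate also reaching it, limit read from the data, passing the limit was not always enough; inconclusive means only one of those two criteria met; inactive means neither criterion met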
miR122 inh = miR-122 Renilla sensor signal increase in Huh7, primary screen, miR-122 inhibitor project, cell-based, single point, plate reader | Huh7 miR-122 Renilla luciferase sensor, 48 h; neutral wells = 0, positive control = 100 | activation (reporter increase), % at 12.5 µM | actives 0.3% (n = 340,000) | AID 602342, 2012;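 active means mean replicate activation score at least 90 and every replicate individually at or above 90; inconclusive means only one of the two criteria met; inactive means neither criterion met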;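 further: higher luciferase means less miR-122 activity so hits act as miR-122 inhibitors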
F508del corr = F508del CFTR correction, initial screen, CFBE line, single point; CFBE cells, YFP halide quenching; stimulated with forskolin plus potentiator P3; % fluorescence drop versus neutral controls; activity (quench increase), % at 7.58 µM; actives 0.36% (n = 350,000);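 active means mean added fluorescence quench of at least 8% versus neutral control, with both replicates also reaching 8%; inconclusive means only one of the mean or replicate conditions met; inactive means mean below 8% and not both replicates reaching 8%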;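 further: cells transiently co-express mutant CFTR-F508del with the halide-sensitive YFP; corrector assay measuring rescue of mutant channel to the surface after 24 h compound exposure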
An asterisk follows results filed as active; ? = inconclusive; nt = not tested or not shown; & = joins results of further samples; [ ] = remark or other dose.

SMILES	ERAP1 inh	SIRT5 inh	DENV2 CPE	Casp6 inh	ERp5 inh	miR122 inh	F508del corr
COP(=O)(OC)c1nc(-c2cccc3ccccc23)oc1N1CCCCC1	-67	-71	-3	5	2	3	0.4
CCOC(=O)C1CSC(CC(=O)Nc2ccc(OC(F)(F)F)cc2)C(=O)N1 (stereo not drawn)	1	2	1	0	nt	nt	-0.9
CCCCN1C(=O)C(CC(=O)NCc2cccs2)CC(C(=O)N2CCOCC2)=C1C (stereo not drawn)	-3	-7	4	2	1	2	-0.7
CCN(Cc1nc2ccccc2c(=O)[nH]1)C(=O)COc1ccccc1-c1ccccc1	2	-1	1	1	8	10	-7.8
CC(C)NC(=O)N(C)C[C@@H]1Oc2c(NC(=O)C3CCOCC3)cccc2C(=O)N([C@@H](C)CO)C[C@H]1C	2&-1	0&0	13&-7	-1&11	4&2	-2[16.7 µM]	1.3&2.3
COCCOC(=O)/C(=C\c1cc(C(C)(C)C)c(O)c(C(C)(C)C)c1)C(C)=O	1	-4	3	0	-1	-1	-1.6
CC(C)CC1C(=O)N(Cc2cn(CCC3OCCO3)nn2)CCS(=O)(=O)N1Cc1ccc(-c2ccc(Cl)c(Cl)c2)cc1 (stereo not drawn)	-4	8	-3	2	5	-7	2.2
Cc1ccnc(NCc2cc(C)ccc2O)c1	0	-1	0	-2	1	211*	-2.9
Cc1ccc([N+](=O)[O-])cc1N/C=C1\CCCCC1=O	0	6	1	-1	-3	-2	1.1
Cc1cccc(NC(=O)NNC(=O)CCc2ccccc2)c1	1	2	-4	-1	1	1	2.1
O=C(c1ccccc1)N1CCCC(C(=O)N2CCCCC2)C1 (stereo not drawn)	8	-5	-4	1	6	6	0.5
CCN1CCN(C(=S)NC(=O)c2cc(OC)c(OC)c(OC)c2)CC1	1	-4	2	-3	3	-2	2.2

Entries of single compounds as entered above.
Shown for CCCCN1C(=O)C(CC(=O)NCc2cccs2)CC(C(=O)N2CCOCC2)=C1C (stereo not drawn) → ERAP1 inh: -3; SIRT5 inh: -7; DENV2 CPE: 4; Casp6 inh: 2; ERp5 inh: 1; miR122 inh: 2; F508del corr: -0.7
Shown for O=C(c1ccccc1)N1CCCC(C(=O)N2CCCCC2)C1 (stereo not drawn) → ERAP1 inh: 8; SIRT5 inh: -5; DENV2 CPE: -4; Casp6 inh: 1; ERp5 inh: 6; miR122 inh: 6; F508del corr: 0.5

The listing continues.
SMILES	ERAP1 inh	SIRT5 inh	DENV2 CPE	Casp6 inh	ERp5 inh	miR122 inh	F508del corr
C[C@H](CO)N1C[C@H](C)[C@H](CN(C)Cc2cncnc2)Oc2ncc(C#CC(C)(C)O)cc2C1=O	10	-2	4	-4	-5	-1[16.7 µM]	-0.3
COc1cc2c(C#Cc3cccnc3)c(-c3ccsc3)oc(=O)c2cc1OC	-3	nt	nt	4	2	-5	-3.8
C/C=C/c1ccc(O)c(OC)c1	5	nt	11	0	-3	-3	-2.5
CCC(=O)N1CCc2cc(S(=O)(=O)NCCc3ccc(S(N)(=O)=O)cc3)ccc21	-1	0	11	-1	0	-3	-0.8
O=C(NCC[C@@H]1CC[C@@H](NC(=O)C2CC2)[C@@H](CO)O1)Nc1ccc(C(F)(F)F)cc1	-3	-1	-4	-1	1	nt	-2.6
Cc1ccc(S(=O)(=O)Nc2ccc3c(c2)CC(=O)N([C@@H](C)CO)C[C@@H](C)[C@@H](CN(C)S(C)(=O)=O)O3)cc1	-1	1	-1	0	2	-1[16.7 µM]	0.1
COc1cc2c(cc1OC)CN(C(=O)C(CCSC)NS(=O)(=O)c1ccc(C)cc1)CC2 (stereo not drawn)	-2	2	2	0	8	nt	-0.1
CN(Cc1ccc(F)cc1)C(=O)c1cc(S(=O)(=O)N2CCCCC2)ccc1N1CCOCC1	-6	0	-10	3	-2	5	1.3
CCN(c1ccccc1)S(=O)(=O)c1ccc(OC)c(NC(=O)C2CC2)c1	-6	-8	-4	33	6	17	1.7
CCc1c(C)nc2c(C)cccc2c1SCCC#N	4	6	-4	16	-2	nt	1.2
COc1cccc(/C=C/c2nc(C#N)c(NCC(C)C)o2)c1	-6	-5	-2	0	1	14	5.1
CCCCC(=O)N/N=C/c1ccc(-c2ccc([N+](=O)[O-])cc2)o1	4	1	7	0	2	nt	-0.5
Cc1ccc(C(=O)Nc2cc(C(F)(F)F)ccc2-n2cncn2)o1	-2	0	-2	-1	1	6	0.1
COc1ccccc1CCNC(=O)C(=O)Nc1cc2c3c(c1)CC(=O)N3CCC2	-10	2	?	3	3	-11	2.4
CCCCOc1ccc(C(=O)N(CC)CC(=O)NCc2cccs2)cc1	2	-4	-4	-63	-1	4	-1.6
Cc1noc(C)c1NC(=O)N(C)C[C@@H]1OCCCC[C@@H](C)Oc2ccc(NS(=O)(=O)c3cn(C)cn3)cc2C(=O)N([C@@H](C)CO)C[C@H]1C	nt	nt	-7	nt	nt	0[16.7 µM]	-1.3
CCc1noc(C)c1C(=O)N1CCN(S(=O)(=O)c2ccc(C)cc2C)CC1	0	-3	-6	-1	0	nt	-1.2
O=C(CCNC(=O)C1CCN(S(=O)(=O)c2ccc(F)cc2)CC1)NCc1ccccn1	-4	7	-10	-2	4	-7	-2.7
Cc1ccc(-n2ncc3c(SCC(=O)Nc4cc(C)on4)ncnc32)c(C)c1	0	nt	1	-3	1	-2	2.3
COc1ccc(S(=O)(=O)N(C)C[C@H]2OCCCC[C@H](C)Oc3ccc(NC(=O)Nc4cccc5ccccc45)cc3C(=O)N([C@@H](C)CO)C[C@@H]2C)cc1	-6	-3	2	3	3	-4[16.7 µM]	-1.2
CCCC[C@@H]1CN=C(N)N1CCCC	0	-14	13	-1	-1	nt	-4.3
O=C(/C=C/c1ccco1)NC(=S)Nc1ccccc1	3	6	-6	6	4	1	0.1
COc1ccc(S(=O)(=O)N(C)C[C@H]2OCCCC[C@@H](C)Oc3ccc(NC(=O)CCCN(C)C)cc3C(=O)N([C@@H](C)CO)C[C@H]2C)cc1	-2	-6	11	3	-5	16[16.7 µM]	-0.3
COc1cccc(CN2c3ccc(Br)cc3C(=O)CS2(=O)=O)c1	2	-4	9	-4	-5	5	-2.8
CC[C@@]1(C(=O)OC)N[C@H](CN(C)C(=O)c2ccccc2)[C@@H]2C(=O)N(C)C(=O)[C@@H]21	-1	nt	-1	4	0	nt	-3.0
CC1(C)c2[nH]c3ccccc3c2C[C@H]2C(=O)N(Cc3ccc(F)cc3)C(=O)N21	-5	nt	7	2	1	nt	-4.7
O=C(CN1N=C(c2ccc(Cl)cc2)CCC1=O)NCCN1CCc2ccccc2C1	0	-4	2	-3	-2	1	nt
COc1ccc(N2CCN(C(=O)c3oc4ccccc4c3NC(=O)CCc3cc(OC)no3)CC2)cc1	-1	-3	9	0	5	79	-3.4
C[C@H](CO)N1C[C@H](C)[C@H](CN(C)CC2CCCCC2)Oc2ccc(NC(=O)Cn3cnnn3)cc2CC1=O	1	-3	-4	5	-6	3[16.7 µM]	-1.5
Cc1nn(-c2ccccc2)nc1C(=O)Nc1ccc2[nH]ncc2c1	0	-3	2	-3	5	13	-3.9
CCn1c(CNC(=O)C23CC4CC(CC(C4)C2)C3)nnc1SC	-5	1	15	1	2	nt	1.9
CCOc1ccc(C(=O)c2nc3c(n2O)CCCCC3)cc1	1	1	nt	-2	7	-5	nt
CC1(OC(=O)c2ccco2)C(=O)C=C2C=C(C3CC3)OC=C2C1=O (stereo not drawn)	-2	1	-2	24	1	-2	-2.4
C[C@@H]1CN([C@H](C)CO)C(=O)c2cccc(NC(=O)C3CCOCC3)c2O[C@H]1CN(C)S(=O)(=O)c1ccc(Cl)cc1	0	1	-3	2	0	-1[16.7 µM]	-5.4
Nc1ccc(-c2nnnn2-c2ccc(N)cc2)cc1	2	1	-2	-1	2	-1	0.4
CN(C)c1nc(Nc2ccc(Cl)c(Cl)c2)nc(N(C)C)n1	-2	-3	-2	-3	3	4	-1.2
O=C(Nc1ccccc1C(=O)O)c1cccc(S(=O)(=O)Nc2ccc(Br)cc2)c1	-6	3	-2	8	2	nt	0.1
O=C(NN=Cc1cc(Cl)ccc1[N+](=O)[O-])c1ccco1	1	nt	-9	1	-6	nt	-1.6
Cc1ccc(/C=N/n2c(-c3ccc(Cl)cc3)n[nH]c2=S)o1	2	-3	6	-1	5	nt	0.8
Cc1ccc(OCc2nnc(SCC(=O)O)n2N)cc1	9	-1	-5	0	1	nt	0.4
COc1ccccc1NC(=S)NC(=O)Cc1ccccc1	-1	-5	1	-6	11	1	-0.1
CN(C)C(=O)C[C@@H]1CC[C@@H]2[C@H](COc3ccc(NS(=O)(=O)c4cccc(F)c4)cc3C(=O)N2C)O1	0	-2	8	-2	-2	8[16.7 µM]	2.1
COc1ccc(CNC(=O)CN(C(=O)c2snc(C(N)=O)c2N)c2cccc(F)c2)cc1	1	nt	4	0	2	-5	-1.7
CCN(CC)CCc1nc(-c2ccccc2)no1	1	-2	-7	-2	-1	-2	-2.7
CC1C(=O)Nc2ccc(S(=O)(=O)NCc3ccc(Cl)cc3)cc2NC1=O (stereo not drawn)	3	6	-1	3	-10	1	0.7
COc1ccc2c3c([nH]c2c1)[C@@H](CO)N(C(=O)Nc1ccc(F)cc1)CC31CN(C(=O)Cc2ccncc2)C1	2	nt	-7	3	-1	nt	0.2
O=C(C1CCCN(Cc2nc(-c3cccs3)no2)C1)N1CCOCC1 (stereo not drawn)	-5	-3	-3	-4	5	-3	3.0
Cc1ccc(CNC(=O)C2CC(=O)N(C3CCCC3)C2)cc1 (stereo not drawn)	1	-4	1	0	-3	-3	0.9
O=C(COc1ccc(S(=O)(=O)NC2CCCC2)cc1)N1CCCCC1	0	-3	-6	2	-2	nt	-1.7
Cc1n[nH]c(=O)c2c(NC(=O)CSc3ccccc3Cl)oc(C)c12	-2	3	0	2	3	nt	3.6
CN(CC(=O)Nc1ccc(Cl)c(S(=O)(=O)N2CCOCC2)c1)C(=O)c1cccs1	6	-1	-7	2	11	10	3.0
O=C(Cn1c(NCCCO)nc2ccccc21)c1ccco1	0	-2	nt	1	-5	nt	nt
CC(C)C[C@H](NC(=O)C1CCC(CNC(=O)[C@@H]2CCCN2C(=O)OC(C)(C)C)CC1)C(=O)O (stereo partly drawn)	3	0	-1	0	4	-3	-1.5
O=C(CNC(=O)c1ccc(=O)[nH]c1)Nc1ccc(F)c(F)c1	-1	0	-8	2	2	nt	2.2
Cc1cccc(C)c1NC(=O)Cn1cc(C=O)c2ccccc21	-4	0	-4	-7	3	nt	-7.6
CCOc1cc(C2C3=C(CC(C)(C)CC3=O)N(CCOC)C3=C2C(=O)CC(C)(C)C3)ccc1O	3	0	-1	6	-1	0	2.6
Cc1nc2scc(C)n2c(=O)c1S(=O)(=O)Nc1ccc(N2CCN(C(=O)C(C)C)CC2)cc1	2	10	51*	1	-1	6	-1.1
CC(CC(=O)N1CCN(S(=O)(=O)c2ccc([N+](=O)[O-])cc2)CC1)c1ccccc1 (stereo not drawn)	0	-1	-4	2	-1	-8	0.2
COc1ccccc1/C=C1\SC(=S)N(CCC(=O)NC2=NCCS2)C1=O	5	-7	nt	-2	3	nt	1.0
COc1ccc(Cl)cc1C(=O)Nc1ccc2nc3n(c(=O)c2c1)CCCC3	5	0	2	-2	-1	-1	-0.3
CCc1nnc(NS(=O)(=O)c2ccc(NC(=O)c3cccc(OC(F)(F)C(F)F)c3)cc2)s1	nt	-4	1	2	-2	2	-0.8
COc1ccc2cc(C(=O)C3CCCN(Cc4ccccn4)C3)ccc2c1 (stereo not drawn)	-1	-20	nt	6	-1	8	1.5

The order is random. About 4% of those tested had a hit in this group.
